APP 5UTR inh: inhibitors of APP translation via 5'UTR reporter, primary screen, APP 5'UTR luciferase, SH-SY5Y cells | AID 1285, 2008 | inhibition, % at 2 µM | SH-SY5Y APP 5'UTR-luciferase reporter, luminescence | 0.82% of 190,000 active;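 active means inhibition above a set limit, derived from the sample mean plus 3 SD, cut at about 45% in these data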; further: values of inactives mirror those of a sister screen read the other way
Diaph act CS: compounds boosting diaphorase resazurin reduction – biochemical, uHTS, resorufin fluorescence, counter-screen for diaphorase-coupled primary assays, primary screen | Diaphorase/resazurin coupled assay, 16 min; active compounds read high; 1 = vehicle wells, 0 = NADH-free wells | activation factor at 20 µM | 0.005% of 190,000 active | AID 1229, 2008;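 active means diaphorase activity raised at least twofold by the compound at 20 µM; inactive means activation factor below 2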
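System – purified diaphorase enzyme from Clostridium kluyveri · Input – enzyme 0.07 U/mL final · Also added – final NADH 0.114 mM, resazurin 0.1 mM · Measured by – fluorescence of resorufin, 544 nm excitation, 590 nm emission · Timing – 16 min enzyme reaction, ambient temperature · Measure – resorufin increase flagging diaphorase activators or reducers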
G6PDH CS: L. mesenteroides G6PDH inhibitors, counter-screen for G6PDH-coupled screening assays, biochemical, Leuconostoc mesenteroides enzyme | AID 1020, 2008 | Purified L. mesenteroides G6PDH, diaphorase/resazurin coupled fluorescence, 45 min | glucose-6-phosphate dehydrogenase [Leuconostoc mesenteroides] | inhibition, % at 5 µM | 0.12% of 200,000 active; in the data active means inhibition above about 50%
NF-kB neuron act: activators of NF-kB expression in neurons, primary screen, cell-based, HTS | human neuronal cells, NF-kB reporter expression; active compounds read high | fold change at 12.5 µM | 1.6% of 190,000 active; in the data active means fold change above about 3.3
STAT1 act: STAT1 signaling activators, primary screen, cell-based, HTS, luciferase reporter; NIH 3T3 STAT1-luciferase reporter, IFN-gamma, luminescence; 100% = IFN-gamma alone, no compound; activation (% of control), % at 5.5 µM; 2.6% of 200,000 active;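 active means activation above the screen-wide mean activation plus 3 SD, cut at about 130% in these data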;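 further: raw ratio to IFN-gamma control signal so 100% means no change and 0% no light; values of inactives mirror those of a sister screen read the other way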
FLuc act counter: FLuc activators, initial screening, artefact control for FLuc-dependent activation tests, biochemical, ATPlite luminescence; Luciferin 4-monooxygenase (Photinus pyralis), P08659; ATPlite luciferase biochemical, 10 min; 0 = ATP-free wells, 1 = DMSO control; activation factor at 10 µM; 200,000 tested, under 10 active; AID 1027, 2008;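 active means luciferase activation factor, scaled between plate controls, of at least 2 with compound at 10 µM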
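Material: Luciferase/luciferin reagent mix; Doses: test compounds dosed from 2 mM stocks in 100% DMSO; Schedule: 10 min incubation after luciferase reagent addition, room temperature; Measured by: luminescence from luciferase reaction; Read-out: luminescence gain marking luciferase activators.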
APP 5'UTR act: activators of APP 5'UTR luciferase reporter, primary screen, SH-SY5Y cells. 1% of 190,000 active. SH-SY5Y APP 5'UTR luciferase reporter, luminescence; zero percent = DMSO vehicle wells. activation, % at 2 µM. AID 1276, 2008;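 active means activation above a set limit, based on mean plus 3 SD of controls, cut at about 140% in these data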; further: values of inactives mirror those of a sister screen read the other way
TLR4 MyD88 comp: inhibitors of TLR4-MyD88 association in cells, primary screen, cell-based, HeLa CL3-4, BLA complementation, FRET ratio; Toll-like receptor 4 (Homo sapiens) + Myeloid differentiation primary response protein …; HeLa CL3-4 TLR4/MyD88 BLA complementation; inhibition, % at 8.4 µM; 0.18% of 200,000 active; AID 861, 2007; in the data active means inhibition above about 25%;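 further: 0% = vehicle and 100% = reference inhibitor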
Target sequence (O00206 whole entry, looked up): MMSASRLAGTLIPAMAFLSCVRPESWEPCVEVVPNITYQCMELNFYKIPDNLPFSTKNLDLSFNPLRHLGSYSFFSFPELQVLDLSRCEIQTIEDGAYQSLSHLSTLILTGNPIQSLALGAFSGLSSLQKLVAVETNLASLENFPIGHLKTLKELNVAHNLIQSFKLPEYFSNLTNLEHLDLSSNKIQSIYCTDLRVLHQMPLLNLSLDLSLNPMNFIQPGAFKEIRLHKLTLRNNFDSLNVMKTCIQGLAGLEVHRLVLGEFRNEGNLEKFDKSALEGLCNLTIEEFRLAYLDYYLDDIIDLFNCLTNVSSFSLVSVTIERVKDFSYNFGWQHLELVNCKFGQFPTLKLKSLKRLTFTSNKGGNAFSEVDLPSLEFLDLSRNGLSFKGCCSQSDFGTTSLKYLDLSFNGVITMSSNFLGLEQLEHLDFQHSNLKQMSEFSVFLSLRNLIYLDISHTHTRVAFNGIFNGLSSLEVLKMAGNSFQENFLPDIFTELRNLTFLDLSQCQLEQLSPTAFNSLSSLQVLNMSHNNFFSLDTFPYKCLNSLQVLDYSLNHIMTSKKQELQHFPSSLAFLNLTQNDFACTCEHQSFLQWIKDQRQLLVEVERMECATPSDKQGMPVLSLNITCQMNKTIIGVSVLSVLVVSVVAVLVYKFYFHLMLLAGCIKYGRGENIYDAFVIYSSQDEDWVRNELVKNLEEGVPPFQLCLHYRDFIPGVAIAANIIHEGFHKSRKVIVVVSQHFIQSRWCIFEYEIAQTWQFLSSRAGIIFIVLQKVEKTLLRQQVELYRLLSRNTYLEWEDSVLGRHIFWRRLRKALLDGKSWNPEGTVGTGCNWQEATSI
Target sequence (Q99836 whole entry, looked up): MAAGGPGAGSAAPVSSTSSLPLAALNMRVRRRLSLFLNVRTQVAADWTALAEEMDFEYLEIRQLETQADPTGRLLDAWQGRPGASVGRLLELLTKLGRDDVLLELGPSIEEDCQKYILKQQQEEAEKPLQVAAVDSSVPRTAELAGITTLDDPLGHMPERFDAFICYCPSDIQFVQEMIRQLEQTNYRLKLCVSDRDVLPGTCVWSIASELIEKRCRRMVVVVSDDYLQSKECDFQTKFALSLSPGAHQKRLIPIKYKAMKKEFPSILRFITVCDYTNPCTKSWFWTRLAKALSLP
FLuc inh counter: firefly luciferase enzyme inhibitors, primary screen, artefact control for luciferase-based inhibitor screens, biochemical, luminescence, ATPLite. Luciferin 4-monooxygenase (Photinus pyralis), P08659. 10 min. inhibition, % at 10 µM. 1.5% of 200,000 active;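 active means inhibition above about 50% when tested at 10 µM, limit read from the data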
Diaph inh CS: diaphorase inhibitors and chemical oxidizers, primary screen, counter-screen for diaphorase-coupled primary assays, biochemical, uHTS, resorufin fluorescence; AID 1217, 2008; diaphorase resazurin-to-resorufin fluorescence, NADH, 16 min; bacterial (C. kluyveri) enzyme, not human; 0.69% of 190,000 active; inhibition, % at 20 µM;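 active means primary screen inhibition at 20 µM above a set limit, cut at about 50% in these data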;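 further: plate controls were DMSO with full reaction for no effect and wells lacking NADH for full effect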
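controls = No-NADH positive control and DMSO neutral control | system = Clostridium kluyveri diaphorase enzyme | timing = reaction incubation of 16 min at room temperature | signal = resorufin fluorescence 544/590 nm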
* = called active by the depositor; . = no result given.

Under each structure – APP 5UTR inh	Diaph act CS	G6PDH CS	NF-kB neuron act	STAT1 act	FLuc act counter	APP 5'UTR act	TLR4 MyD88 comp	FLuc inh counter	Diaph inh CS
- O=C(C1CCC(C(=O)N2CCc3ccccc32)CC1)N1CCc2ccccc21 (stereo not drawn)
  16	0.9	-19	1.2	97	1.1	-16	-10	-8	12
- O=C(NCc1ccco1)c1cccc(S(=O)(=O)N2CCCCC2)c1
  -3	0.9	8	1.1	102	1.1	3	1	-8	5
- CCOc1ccc(CN2CCN(C(=O)c3ccccc3)CC2)cc1
  -6	0.9	0	1.1	99	1	6	9	-4	12
- CC1CCN(c2nc(-c3cccnc3)nc3scc(-c4ccccc4)c23)CC1
  4	0.9	-20	0.9	97	1.1	-4	-4	-9	11
- CC(=O)C1=C(C)NC(SCC(N)=O)=C(C#N)C1c1sccc1C (stereo not drawn)
  -2	1	6	1	97	1.1	1	0	-10	5
- O=C(CSc1nc(-c2ccco2)cc(C(F)(F)F)n1)NCCc1ccccc1
  -12	1	-2	0.51	99	1	.	6	-3	4
- CCOc1cc(/C=C2\NC(=S)N(c3c(C)n(C)n(-c4ccccc4)c3=O)C2=O)ccc1O
  -3	0.9	6	0.93	93	1	3	-8	-1	14
- N#Cc1ccc(OCC(=O)NCC2(N3CCCCC3)CCCCC2)cc1
  -1	0.9	13	0.95	98	1.1	1	16	-7	7
- CN(C)c1ccc(/C=N/NC(=O)CN2CCN(c3ccc(F)cc3)CC2)cc1
  6	0.9	-4	0.95	103	1	-6	-2	-4	6
- CCOc1cccc(NC(=O)C2CCCN(S(=O)(=O)c3ccc(-n4cnnn4)cc3)C2)c1 (stereo not drawn)
  -11	0.9	9	0.77	109	1.1	11	5	-7	12
- CC(C)(/C=N/O)/[N+]([O-])=C/c1ccccc1C(F)(F)F
  -7	1	10	1.2	102	1	7	7	-3	3
- O=Cc1cc2ccccc2nc1SCc1ccc(Cl)c(Cl)c1
  8	1	5	3.2	99	1	-8	9	-2	2
- COc1cc(C(=O)Nc2cc(-c3nc4cc(C)ccc4o3)ccc2C)cc(OC)c1OC
  -7	0.8	10	1.4	118	0.5	7	8	51*	18
- O=S(=O)(NCC1CCCO1)c1ccc2oc3ccc(S(=O)(=O)NCC4CCCO4)cc3c2c1 (stereo not drawn)
  -6	0.9	-4	1	94	1.1	6	-6	-11	5
- COc1ccc(NC(=O)COC(=O)C2CC3C=CC2C3)cc1 (stereo not drawn)
  -18	0.9	-1	1.2	113	1	18	-6	-5	9
- CC(=O)Nc1ccc(C(=O)OCC(=O)N(C)C2CCCCC2)cc1
  -7	1	-5	1.3	90	1.1	7	1	-9	1
- CCSc1ccccc1C(=O)N=C1NC(=O)CC2C(=O)NCCN12 (stereo not drawn)
  -10	1.1	11	1.7	95	1	10	0	1	-8
- CC1=NN(c2ccccc2)C(=O)/C1=C/c1ccc[nH]1
  -32	0.9	-1	1.3	107	1	32	-10	3	12
- CC(=O)NN=C1CCC(c2ccccc2)CC1 (stereo not drawn)
  11	1	4	1.2	95	1	-11	-7	0	2
- O=C1c2ccccc2C(=O)N1c1ccc(S(=O)(=O)N2CCN(c3ccccc3)CC2)cc1
  0	0.9	4	1.2	101	1	0	-7	-2	12
- COC(=O)Nc1ccc(S(=O)(=O)N2CCC(C(=O)N3CCCC(C)C3)CC2)cc1 (stereo not drawn)
  6	1.1	12	1.1	95	1	-6	-16	-4	-15
- CCN1CCN(c2nc3c(c(=O)n(C)c(=O)n3C)n2Cc2cccc3ccccc23)CC1
  -11	0.9	-43	1.7	102	1.1	11	5	-6	14
- c1ccc(COc2ccc(-c3csnn3)cc2)cc1
  -24	1	7	3.2	136*	0.8	24	-9	17	-1
- Cc1ccc2cc(CCNC(=O)CC(C)C)c(=O)[nH]c2c1
  -16	1	11	1.1	101	1	16	-6	0	4
- CCCc1cc(=O)[nH]c(SCc2nc3ccc([N+](=O)[O-])cc3[nH]2)n1
  6	0.9	7	0.8	102	1	-7	1	-3	14
- COC(=O)CN(C(=S)Nc1ccccc1)C1CC(=O)N(c2ccc(OC)cc2)C1=O (stereo not drawn)
  9	0.9	5	1.1	100	1	-9	-9	-3	10
- Cc1ccc2[nH]c3c(c2c1)CN(C(=O)CN1CCCc2ccccc21)CC3
  2	1	18	0.83	99	0.9	-2	5	7	-4
- Cc1cc(N2CCOCC2)nc2ccc(NC(=S)N3CCN(Cc4ccccc4)CC3)cc12
  -4	0.8	5	1	98	1	4	8	-3	18
- Clc1ccc(OCCn2c(-c3ccco3)nc3ccccc32)cc1
  -23	0.7	0	0.9	94	1	23	1	-3	30
- CN(c1ccccc1)S(=O)(=O)c1cccc(C(=O)NCCc2ccc(O)c(O)c2)c1
  -4	0.5	21	1.1	120	1	4	1	-4	47

Full records, quoted from the list:
CCSc1ccccc1C(=O)N=C1NC(=O)CC2C(=O)NCCN12 (stereo not drawn) in the list: APP 5UTR inh: -10; Diaph act CS: 1.1; G6PDH CS: 11; NF-kB neuron act: 1.7; STAT1 act: 95; FLuc act counter: 1; APP 5'UTR act: 10; TLR4 MyD88 comp: 0; FLuc inh counter: 1; Diaph inh CS: -8
CCOc1cc(/C=C2\NC(=S)N(c3c(C)n(C)n(-c4ccccc4)c3=O)C2=O)ccc1O in the list: APP 5UTR inh: -3; Diaph act CS: 0.9; G6PDH CS: 6; NF-kB neuron act: 0.93; STAT1 act: 93; FLuc act counter: 1; APP 5'UTR act: 3; TLR4 MyD88 comp: -8; FLuc inh counter: -1; Diaph inh CS: 14

Compounds from the list above that contain a CF3 group:
Under each structure – APP 5UTR inh	Diaph act CS	G6PDH CS	NF-kB neuron act	STAT1 act	FLuc act counter	APP 5'UTR act	TLR4 MyD88 comp	FLuc inh counter	Diaph inh CS
- O=C(CSc1nc(-c2ccco2)cc(C(F)(F)F)n1)NCCc1ccccc1
  -12	1	-2	0.51	99	1	.	6	-3	4
- CC(C)(/C=N/O)/[N+]([O-])=C/c1ccccc1C(F)(F)F
  -7	1	10	1.2	102	1	7	7	-3	3

Later entries
Under each structure – APP 5UTR inh	Diaph act CS	G6PDH CS	NF-kB neuron act	STAT1 act	FLuc act counter	APP 5'UTR act	TLR4 MyD88 comp	FLuc inh counter	Diaph inh CS
- CCOCCCNCc1ccc(OC)cc1
  8	0.9	3	1.2	100	1.1	-8	13	-6	10
- CCOC(=O)c1[nH]c2ccccc2c1NC(=O)CCN1CCN(C(=O)OCC)CC1
  8	0.9	1	0.83	98	1	-8	1	-3	9
- Cc1c(CCOC(=O)C23CC4CC(CC(C4)C2)C3)sc[n+]1Cc1ccccc1
  -2	1	6	1.2	98	1.1	2	5	-7	4
- COc1ccc(NC(=O)C(c2cc3c(cc2[N+](=O)[O-])OCO3)N2CCN(C=O)CC2)cc1 (stereo not drawn)
  11	0.5	8	1.2	96	1	-11	6	-1	47
- Cc1ccc(F)cc1NC(=O)c1ccc(NS(=O)(=O)c2ccc(Br)s2)cc1
  -2	0.8	-3	0.94	89	1.1	2	-19	-9	22
- CCN(CC)C(=O)CN1CCC(n2c(C)nc3cc(C(F)(F)F)ccc32)CC1
  -3	0.8	3	1.2	97	1	3	11	-2	16
- COc1cccc(CN(C)CC(=O)NNC(=O)c2ccc(Cl)cc2)c1
  -9	0.9	0	1.2	113	1.1	9	-3	-5	8
- NC(=O)C1CCN(c2nc(C3CC3)nc3c2nnn3Cc2ccccc2)CC1
  -14	0.9	4	0.83	91	1	14	-2	-4	13
- CC(=O)c1sc(N/N=C/c2ccc(C(C)C)cc2)nc1C
  -126	1	2	2.5	158*	0.9	126	3	13	0
- O=C(Nc1ccccc1C(F)(F)F)c1c(F)cccc1Cl
  -10	0.7	16	1.2	104	1	10	9	-4	26
- Cc1ccc(NC(=S)c2ccc(N(C)C)cc2)cc1
  -150	0.9	-4	3.5*	170*	0.4	150*	-1	58*	7
- CCOC(=O)C1=C(CNCCOc2ccc(OC)cc2)NC(=O)NC1c1ccc2c(c1)OCO2 (stereo not drawn)
  -7	1	0	0.87	102	1	7	-5	-3	4
- COc1ccc(CN(CC2CCC(C(=O)O)CC2)C(=S)Nc2cc(C)ccc2C)cc1 (stereo not drawn)
  -8	0.9	13	0.95	96	1	8	-6	0	9
- CCN(CC)C(=O)CCc1nnc(CCc2c[nH]c3ccccc23)o1
  -5	0.9	10	1.2	105	1	5	-4	-4	10
- CCOC(=O)c1c(NC(=O)CN2CCCCC2)sc2c1CCN(C(=O)OCC)C2
  -14	0.9	-4	0.75	90	1	14	11	-1	13
- O=C(CSCC(=O)Nc1cccc([N+](=O)[O-])c1)Nc1ccccc1
  -2	1	12	1.1	92	1	2	-20	-2	1
- O=C(Nc1cccc(NC(=O)C2CCCO2)c1)c1ccco1 (stereo not drawn)
  6	1	19	1.2	94	0.9	-6	5	6	5
- COc1ccc(N(CCC(=O)O)S(=O)(=O)c2ccc(C)cc2C)cc1
  -8	1	4	1	104	1	8	-11	-4	4
- Cc1nc(C(=O)Nc2cc(Cl)ccc2Cl)nn1-c1cc(OC(C)C)c(Cl)cc1Cl
  -6	0.9	3	1	103	1.1	6	1	-6	12
- Cc1cccc(NC(=O)CCn2cnnn2)c1
  3	0.9	-4	1.2	96	1.1	-3	-6	-8	12
- Cc1[nH]nc(-c2ccc(OCc3cnn(-c4ccccc4)c3)cc2O)c1Oc1ccc(Cl)cc1
  7	0.8	-6	1.1	110	1	-7	2	-4	16
- Cc1cc(C)n2nc(SC(C)C(=O)NCc3ccco3)nc2n1 (stereo not drawn)
  3	0.7	5	1.1	95	1	-3	2	0	26
- O=C(CSc1nnc(-c2cccs2)n1Cc1ccco1)Nc1ccc2c(c1)OCO2
  -14	0.9	0	1.1	98	1	14	12	1	10
- O=C(N[C@@H](Cc1c[nH]c2ccccc12)C(=O)NC1CC1)c1ccccc1Cl
  -19	0.9	-3	2.1	125	1	19	3	-1	12
- Cc1c(Cl)cnn1CC(=O)NC1C(=O)N2C(C(=O)O)=C(CSc3nnnn3C)CSC12 (stereo not drawn)
  -27	0.9	3	1.2	92	1.1	27	-17	-5	5
- Cc1c(Cl)c(C(=O)NNC(=S)NCc2ccco2)nn1C
  1	0.9	4	1.2	106	1.1	-1	1	-6	7
- O=C1CN(C(=O)c2ccc(Br)o2)C(c2ccccc2)c2cc(Br)ccc2N1 (stereo not drawn)
  5	0.8	18	1.6	99	1	-5	-5	-1	21
- O=C(NC(=S)NCCN1CCOCC1)c1ccccc1
  -25	0.9	0	1.4	100	1	25	-2	-2	5
- CC1N(C)c2cccc3cccc(c23)N1C
  -6	0.7	7	1.1	100	1.1	6	7	-6	30

Bioassay records: PubChem, several laboratories
